Screening data from PubChem.
EPAC1 agonist = agonists of human EPAC1; EPAC1 agonist qHTS, biochemical assay; response scale: 100% = response to 6.5 mM cAMP; Potency, µM (top dose mostly 154 µM), for inactives: at the highest dose activation, hits mostly activators; AID 720707; actives 0.073% (n = 360,000); note: potency is the fitted concentration of half-maximal effect; nearly all actives have a fitted effect of over 60% in size
Target sequence (O95398 whole entry, looked up): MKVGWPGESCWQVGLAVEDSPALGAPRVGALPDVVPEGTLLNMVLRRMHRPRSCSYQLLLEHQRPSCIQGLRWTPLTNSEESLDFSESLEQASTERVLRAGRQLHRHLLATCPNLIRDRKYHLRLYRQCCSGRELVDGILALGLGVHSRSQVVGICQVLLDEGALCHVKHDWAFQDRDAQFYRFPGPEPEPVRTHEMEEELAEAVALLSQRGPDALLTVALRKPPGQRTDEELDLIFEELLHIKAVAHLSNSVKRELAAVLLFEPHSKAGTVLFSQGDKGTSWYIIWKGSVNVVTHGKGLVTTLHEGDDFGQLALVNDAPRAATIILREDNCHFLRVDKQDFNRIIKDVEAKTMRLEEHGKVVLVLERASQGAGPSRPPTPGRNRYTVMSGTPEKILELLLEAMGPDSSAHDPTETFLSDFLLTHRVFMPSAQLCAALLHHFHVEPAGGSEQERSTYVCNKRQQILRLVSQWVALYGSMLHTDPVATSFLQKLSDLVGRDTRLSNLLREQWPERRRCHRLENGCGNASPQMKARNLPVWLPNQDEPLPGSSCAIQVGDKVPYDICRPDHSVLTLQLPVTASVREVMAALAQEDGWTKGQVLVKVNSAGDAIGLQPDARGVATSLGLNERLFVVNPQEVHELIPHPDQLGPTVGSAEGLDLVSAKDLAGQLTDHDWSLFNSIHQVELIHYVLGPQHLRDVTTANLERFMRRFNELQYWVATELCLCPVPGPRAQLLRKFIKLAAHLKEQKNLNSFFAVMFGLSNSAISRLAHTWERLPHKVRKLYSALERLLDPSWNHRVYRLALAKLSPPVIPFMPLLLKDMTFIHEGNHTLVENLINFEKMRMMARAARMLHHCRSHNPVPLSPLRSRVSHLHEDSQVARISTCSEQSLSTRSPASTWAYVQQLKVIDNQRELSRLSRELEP
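Multi-concentration qHTS readout: loss of Rap1B-bound BODIPY-GDP fluorescence driven by 100 nM EPAC1 with excess GDP (50 uM), monitored kinetically at room temperature; agonist response expressed relative to 6.5 mM cAMP.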
PLK1 PBD inh = blocks phosphopeptide binding to human PLK1 polo-box domain; P53350; Plk1 PBD binding of FITC phosphopeptide, fluorescence polarization; Potency, µM, without a hit: max response, negative = inhibition, most hits filed as inhibitors; actives 2.8% (n = 360,000); AID 720504; note: potency is the fitted concentration of half-maximal effect; series mostly up to about 57 µM; % is set by controls: 0 for no effect and ±100 for the full control effect; nearly all actives have a fitted effect of over 65% in size
EPAC1 antagonist = EPAC1 (human) antagonism; EPAC1 GEF assay, Rap1b-BODIPY-GDP exchange fluorescence; O95398; Potency, µM (highest dose often 115 µM), without a hit: at the top dose activity change, negative = inhibition, usual class: inhibitors; actives 0.14% (n = 360,000);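 note: potency is the fitted concentration of half-maximal effect; plate controls were vehicle for no effect and positive control for full effect; nearly all actives have a fitted effect of over 50% in size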
IL2 activator = IL-2 activation; actives 0.065% (n = 360,000); activation, % (series mostly up to about 46 µM); AID 652025; IL-2 activation reporter assay, cell-based qHTS; stimulated with anti-CD3/CD4/CD28 beads; in transgenic mouse T cells; in the data active = activation above about 50%; inconclusive = mostly about 30% to 49%; note: 0% is about no effect
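Screening format: compound pinned onto unstimulated transgenic mouse T cells, 60 min incubation, then anti-CD3/anti-CD4/anti-CD28 bead stimulation for 18 hours at 37 degrees C, followed by EGFP and DsRed detection.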
Abeta rescue = restores growth of yeast expressing A-beta42 peptide; yeast expressing A-beta42, growth rescue, OD600, 48 h; response scale: 0% DMSO, 100% iron-clioquinol control; Potency, µM (highest dose often 46.1 µM), for inactives: top-dose growth rescue, actives largely listed as activators; actives 0.063% (n = 410,000); AID 1347071; note: potency is the fitted concentration of half-maximal effect; nearly all actives have a fitted effect of over 55% in size
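Yeast growth medium received pinned compounds, then yeast cells expressing toxic A-beta were added; plates incubated at 30 C for 48 hr. Growth read as absorbance at 600 nm, normalized to DMSO and equimolar FeCl3 plus clioquinol controls.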
FUS yeast rescue = suppressors of FUS proteinopathy in yeast. AID 1347120. Potency, µM (top dose mostly 76.6 µM), inactives show at the top dose growth rescue (activation), most hits filed as activators. actives 0.24% (n = 390,000). S. cerevisiae FUS-expressing, growth rescue, OD600, 24 h;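 note: potency is the fitted concentration of half-maximal effect; plate controls were DMSO vehicle for no effect and reference control for full effect; nearly all actives have a fitted effect of over 55% in size; some results filed as inactive show a strong effect at the top dose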
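Read-out: OD at 600 nm after 24hr at 30C, reporting rescue of FUS-induced yeast toxicity. Cells at OD 0.005 in galactose (2%) minimal medium; compounds tested in a dilution series; CP55940 titration from 92uM final as control.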
WRN helicase inh = WRN helicase (human) inhibition; Q14191; WRN helicase unwinding, fluorescent forked duplex, kinetic; Potency, µM (highest dose often 114 µM), without a hit: at the top dose activity change, negative = inhibition, usual class: inhibitors; actives 0.46% (n = 360,000); AID 651768; note: potency is the fitted concentration of half-maximal effect; % is set by controls: 0 for no effect and ±100 for the full control effect; nearly all actives have a fitted effect of over 55% in size
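WRN at 20 nM final was preincubated with compound for 15 min at room temperature; reaction started with 100 nM forked duplex oligonucleotide carrying fluorophore and quencher plus 2 mM ATP (final). Unwinding followed kinetically by red fluorescence (ex 525/em 598 nm).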
PI5P4K alpha inh = inhibitors of human PI5P4K alpha | P48426 | PI5P4Kalpha enzyme, ADP-Glo luminescence, 60 min; active compounds read low | max response, % | actives 1.2% (n = 330,000); active = max response of -50% or lower; inconclusive = between -30% and -50%; inactive = -30% or higher; note: value at the top dose of about 77 µM; % is set by controls: 0 for no effect and ±100 for the full control effect
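qHTS, 1536-well: enzyme/substrate mix, compound by pin tool, 5 microM ATP final; RT 60 min; ADP-Glo reagents 1 (45 min) then 2 (30 min); luminescence.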
Starred values were filed as active, the others as inactive; ? = inconclusive; nt = no result given; & = joins results of further samples; [ ] = another dose, or the depositor's remark. Unless noted, calls come from the whole dose curve; as a rule, active = well fitted curve in the direction sought with a large enough effect; inconclusive = small, poorly fitted or top-dose-only effect, or another doubt; inactive = no such curve, though single readings can be large; an effect the other way counts as inactive or inconclusive. This is a random part of the collection; any-hit rate near 4.1%.

SMILES	EPAC1 agonist	PLK1 PBD inh	EPAC1 antagonist	IL2 activator	Abeta rescue	FUS yeast rescue	WRN helicase inh	PI5P4K alpha inh
Cn1c(SCc2c(F)cccc2Cl)nnc1-c1cccs1	4%	-12%	-13%	-0.2	-9%	?	1%	3
CCCS(=O)(=O)N1CCN(C(=O)c2cccc(OC)c2)CC1	6%	-6%	-4%	2.2	-1%	21%	1%	nt
O=C(Cn1cnc2sc(-c3ccccc3)cc2c1=O)NCc1ccco1	17%	2.7µM*	?	-2.9	-3%	28%	56µM*	-83*
O=C(c1cc(-c2ccco2)on1)N1CCc2ccccc2C1	12%	?	-10%	-2.8	1%	36%	?	nt
O=C(COC(=O)c1cc(S(=O)(=O)N2CCCCC2)ccc1Cl)NCc1ccco1	5%	-10%	-5%	0.0	-3%	19%	-24%	-25
Cc1nc(SCC(=O)Nc2nccs2)c(C#N)c(C)c1C	-1%	-12%	0%	-0.7	-14%	-22%	-3%	-3
CC(=O)N1N=C(c2ccc(C)c([N+](=O)[O-])c2)OC1(C)C	0%	3%	-15%	0.2	-1%	-6%	-3%	0
NC(=O)c1ccc(NC(=O)c2ccccc2S(=O)(=O)c2ccccc2[N+](=O)[O-])cc1	-1%	-3%	12%	-2.9	2%	7%	6%	0
COc1ccc(-c2cn3cccnc3n2)cc1	7%	0%	?	-1.2	-15%	10%	0%[57.1 µM]	2
O=C(Oc1ccccc1)c1ccccc1C(=O)Oc1ccccc1	-13%	5%	-27%	0.2	11%	15%	0%	4
COc1ccc(/C=C2\SC(N)=NC2=O)cc1Cl	-2%	0%	?	0.2	-15%	17%	-14%	1
O=C(COc1ccc2c(c1)CCC2)N1CCN(c2ccc(F)cc2)CC1	0%	-8%	-8%	-1.7	-9%	10%	-9%	-3
CC(=O)c1ccc(N2CCN(C(=O)CNC(=O)c3ccc(Br)o3)CC2)cc1	5%	3%	9%	-1.8	0%	0%	15%	-2
COCCn1c(SCC(=O)Nc2cc(C)cc(C)c2)nc2ccccc2c1=O	-7%	-13%	-22%	0.1	-9%	-5%	7%	-8
COc1ccc(N(CC(=O)Nc2ccc(C)c(F)c2)S(=O)(=O)c2c(C)noc2C)cc1	2%	-2%	-3%	-2.3	-3%	34%	-1%	8
COC(=O)[C@@]1(Cc2ccc(F)cc2)[C@H]2c3cc(C(=O)N(C)C)n(CCCNc4ncc(C(F)(F)F)cc4Cl)c3C[C@H]2CN1C(=O)c1ccccc1	-6%	-5%	-8%	-0.8	7%	?	-9%	33
O=C(Cc1ncon1)Nc1ccc(F)c(F)c1F	0%	0%	-5%	-4.4	5%	-20%	-4%	-3
COc1ccc(NC(=O)CNS(=O)(=O)c2ccc3nc(C)sc3c2)c(OC)c1	-7%	-7%	6%	0.3	14%	-6%	-11%	-6
Cc1ccccc1N1CCN(S(=O)(=O)c2ccc3oc(=O)ccc3c2)CC1	10%	-8%	8%	0.4	-16%	-4%	-14%	1
Nc1nonc1-c1noc(CCCOc2ccc(Cl)cc2Cl)n1	5%	4%	-1%	1.2	-2%	14%	-11%	13
C#CCNC(=O)C1=C[C@@H](c2cn(C(C)=O)c3ccccc23)C[C@@H](OCc2ccc(CO)cc2)O1	3%	-1%	-19%	0.3	2%	?	-6%	-2
CCNC(=O)N(C)C[C@H]1N[C@@](CC)(C(=O)OC)[C@H]2C(=O)N(C)C(=O)[C@@H]12	-14%	1%	-9%	0.1	-9%	-23%	-1%	-1
CCOC(=O)CSc1nnc(CNC(=O)c2ccc(OC)cc2)n1C1CCCCC1	7%	1%	0%	-2.0	18%	22%	0%	1
CC(C)Oc1ccc(C(CC(=O)O)NC(=O)c2cccs2)cc1 (centres undefined)	3%	-4%	-16%	-0.9	-7%	16%	-10%	nt
CCCCCCSc1ccc(-c2nc3ccc(C)cn3c2NCCCC)cc1OC	-25%	-15%	-17%	-1.0	-67%[inhibitor]	16µM*	-12%	23
Cc1ccc(C2(CC(=O)O)CCOC(C)(C)C2)cc1 (centres undefined)	1%	-6%	-10%	-0.7	10%	24%	5%	3
CCc1ccc(/C=C\C(=O)N2CCc3ccccc3C2)cc1	3%	-5%	-16%	-3.7	5%	nt	-13%	0
CCCCCc1c(C)[nH]c2nc3ccccc3n2c1=O	3%	-3%	-25%	-0.3	-9%	-8%	2%	6
CC(=O)Nc1ccc(Nc2nc(-c3cc4ccccc4oc3=O)cs2)cc1	-3%	-8%	-25%	3.5	14%	25%	-2%	?
CC1=C(C(=O)Nc2ccc(C)cc2C)C(c2ccc(C)o2)NC(=O)N1 (centres undefined)	10%	-9%	-14%	-1.2	-6%	32%	-11%	nt

Two compounds drawn at random from those above, as already listed:
SMILES	EPAC1 agonist	PLK1 PBD inh	EPAC1 antagonist	IL2 activator	Abeta rescue	FUS yeast rescue	WRN helicase inh	PI5P4K alpha inh
CC(=O)Nc1ccc(Nc2nc(-c3cc4ccccc4oc3=O)cs2)cc1	-3%	-8%	-25%	3.5	14%	25%	-2%	?
CC(=O)N1N=C(c2ccc(C)c([N+](=O)[O-])c2)OC1(C)C	0%	3%	-15%	0.2	-1%	-6%	-3%	0

(list continues)
SMILES	EPAC1 agonist	PLK1 PBD inh	EPAC1 antagonist	IL2 activator	Abeta rescue	FUS yeast rescue	WRN helicase inh	PI5P4K alpha inh
CN1c2ccccc2-c2nc3ccccc3n2C1c1ccncc1 (centres undefined)	-6%	-5%	-10%	-1.6	-14%	2%	-8%	-1
O=C(COC(=O)c1cc[n+]([O-])cc1)NC(=O)c1ccc(OC(F)F)cc1	-13%	-5%	-16%	-0.7	-6%	3%	0%	1
CN(c1ccccc1)S(=O)(=O)c1ccc(NC(=O)c2ccccc2)cc1	14%	-5%	-14%	-4.3	-12%	nt	-12%	2
Cc1c(Cc2ccccc2)c(=O)oc2c(C)c(OC(C)C(=O)N[C@@H](Cc3ccccc3)C(=O)O)ccc12 (some centres undefined)	-19%	-30%	?	-0.2	24%	43%	-26%	?
C/C(=N\NC(=O)c1ccccc1)c1ccccc1Br	12%	-13%	?	3.9	-20%	22%	6%	2
Cc1ccsc1/C=N/n1c(-c2cccnc2)n[nH]c1=S	6%	-16%	1%	0.2	0%	30%	-6%	nt
OCCNC(=S)NC1CCCCC1	4%	-13%	-11%	-1.5	1%	3%	1%	-1
O=C(CCCNC(=O)/C(=C/c1ccc(Br)cc1)NC(=O)c1ccccc1)OCc1ccccc1	-4%	2%	-4%	-6.9	-1%	12%	-10%[57.1 µM]	-1
Cc1cc(-c2nn(-c3ccccc3F)cc2CN2CCCC(C(N)=O)C2)c(C)s1 (centres undefined)	-8%	-20%	-33%	-2.5	2%	12%	8%	-8
Cc1cccc(NC(=S)N/N=C/c2ccc3c(c2)OCO3)c1	-5%	-6%	-13%	-2.5	-5%	3%	?	-3
c1ccc(CN2CCC(N=C3NN=C(c4ccc5c(c4)OCCO5)CS3)CC2)cc1	4%	-24%	-2%	1.1	-12%	42%	-6%	-17
O=C(Cc1sc(Nc2ccccc2)nc1-c1ccccc1)NCc1ccccc1	19%	-4%	-15%	-1.2	30%	?	-35%[57.1 µM]	3
O=C(c1cccs1)N1C[C@@H](n2cc(-c3ccc(F)cc3)nn2)[C@H](O)C[C@@H]1c1ccc(Cl)cc1	10%	7%	15%	-3.1	9%	-30%	3%	-3
O=C(CN1CCN(C(=O)c2ccccc2)CC1)Nc1ccc(Br)cn1	4%	-9%	-13%	-0.5	12%	3%	-3%	-7
N#Cc1ccc(N2CCN(c3ccc(F)cc3)CC2)cc1	2%	-14%	0%	0.5	3%	-12%	-3%	0
CN(CC(=O)Nc1ccc(N2CCOCC2)cc1)C(=O)Cc1ccccc1	-4%	-1%	-1%	0.0	8%	nt	6%	-6
Cc1cc(C(=O)NC2CCCC2)c2ccccc2n1	-1%	-15%	-3%	0.8	0%	4%	8%	-6
O=C(CN(C(=O)c1csnn1)c1ccc(Cl)cc1)NCCc1ccccc1	6%	0%	-16%	-0.9	-14%	-27%	-1%[57.1 µM]	1
COCCn1nnnc1C(c1cccs1)N1CCN(c2cccc(C(F)(F)F)c2)CC1 (centres undefined)	4%	-1%	-9%	0.7	21%	28%	-8%	7
CCC1=NN(C(=O)c2ccc(C)cc2)C(O)(c2ccc(Br)cc2)C1 (centres undefined)	0%	-11%	-2%	-2.2	8%	nt	-2%	2
O=C(NCCCn1ccnc1)C(=O)NCC(c1cccnc1)N1CCN(c2ccccc2)CC1 (centres undefined)	4%	-16%	15%	-1.3	-5%	-10%	4%	5
O=C(/C=C/c1ccc2c(c1)OCO2)NCCS(=O)(=O)N1CCN(c2ccccc2)CC1	-4%	-14%	-8%	2.2	-1%	-21%	0%	-20
Cc1cc2c(cc1S(=O)(=O)CCC(=O)NCc1ccccc1)OCC(=O)N2	-2%	-4%	29%	-1.5	-1%&-6%	-6%&-21%	-1%	1
COc1cc(N=Cc2c(O)[nH]c3ccccc23)cc(OC)c1OC	-7%	2%	-8%	-0.6	0%	nt	-22%[57.1 µM]	-8
Cc1nnc(SCC(=O)Nc2nccs2)o1	-8%	1%	-14%	-5.5	0%	-26%	8%	0

Filtered by structure: those above with bromine.
SMILES	EPAC1 agonist	PLK1 PBD inh	EPAC1 antagonist	IL2 activator	Abeta rescue	FUS yeast rescue	WRN helicase inh	PI5P4K alpha inh
CC(=O)c1ccc(N2CCN(C(=O)CNC(=O)c3ccc(Br)o3)CC2)cc1	5%	3%	9%	-1.8	0%	0%	15%	-2
C/C(=N\NC(=O)c1ccccc1)c1ccccc1Br	12%	-13%	?	3.9	-20%	22%	6%	2
O=C(CCCNC(=O)/C(=C/c1ccc(Br)cc1)NC(=O)c1ccccc1)OCc1ccccc1	-4%	2%	-4%	-6.9	-1%	12%	-10%[57.1 µM]	-1
O=C(CN1CCN(C(=O)c2ccccc2)CC1)Nc1ccc(Br)cn1	4%	-9%	-13%	-0.5	12%	3%	-3%	-7
CCC1=NN(C(=O)c2ccc(C)cc2)C(O)(c2ccc(Br)cc2)C1 (centres undefined)	0%	-11%	-2%	-2.2	8%	nt	-2%	2
